# CDK5 p35 inh = inhibitors of human CDK5/p35 kinase, primary screen, biochemical, single concentration. Cyclin-dependent kinase 5 (Homo sapiens) + Cyclin-dependent kinase 5 activator 1 (Homo …. inhibition, % at 10 µM. actives 0.01% (n = 330,000). AID 488839, 2010. Recombinant CDK5/p35, ADP-Glo luminescence, 60 min;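 active = highest replicate inhibition of at least 50% and at least 75% of replicates reaching 50%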;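 also: plate controls were DMSO neutral control for no effect and GW8510 at 10 µM for full effect; many of its hits are not listed in these tables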
# PKA-R2B activ = activators of PKA-R2B holoenzyme, primary screen, biochemical, fluorescence polarization, Cy5-IP20, human | activation, % at 11.4 µM | actives 0.079% (n = 340,000) | cAMP-dependent protein kinase catalytic subunit beta (Homo sapiens) + cAMP-dependent … | PKA-R2B holoenzyme dissociation; R2B truncated from residue 108, S112A mutant; 0% DMSO only, 100% 113 µM cGMP;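 active = activation above a cutoff set at the mean over all compounds plus 3 SD, cut at about 18% in these data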;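 also: higher means more holoenzyme dissociation and a rise in polarization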
# Target sequence (P31323 whole entry, looked up, other chains not shown, the tested form may be a part): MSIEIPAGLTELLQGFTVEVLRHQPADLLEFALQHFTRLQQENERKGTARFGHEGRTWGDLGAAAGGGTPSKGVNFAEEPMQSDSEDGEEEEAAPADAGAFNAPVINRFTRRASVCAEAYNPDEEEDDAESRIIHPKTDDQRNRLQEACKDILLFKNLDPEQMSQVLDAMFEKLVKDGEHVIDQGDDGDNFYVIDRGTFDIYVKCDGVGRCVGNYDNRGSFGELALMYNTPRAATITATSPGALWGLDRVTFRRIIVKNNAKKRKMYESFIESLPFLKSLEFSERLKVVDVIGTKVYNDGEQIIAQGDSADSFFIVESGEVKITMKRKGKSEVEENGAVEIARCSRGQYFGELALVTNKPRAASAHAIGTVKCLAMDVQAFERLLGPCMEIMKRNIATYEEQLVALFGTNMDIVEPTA
# HTR5A ag ctr = HTR5A agonists in luminescence cell assay, primary screen, counter-screen for OPRM1-OPRD1 heterodimer agonist project, full-deck HTS | activation, % at 9.3 µM | 5-hydroxytryptamine receptor 5A (Homo sapiens), P47898 | actives 0.61% (n = 340,000) | cell-based; in the data active = activation mostly above about 9.5%, no sharp cut-off; inactive = mostly below about 7.6%;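 also: 0% = cells with vehicle only and 100% = reference agonist; strong numbers were not always called active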
# Target sequence (P47898 whole entry, looked up): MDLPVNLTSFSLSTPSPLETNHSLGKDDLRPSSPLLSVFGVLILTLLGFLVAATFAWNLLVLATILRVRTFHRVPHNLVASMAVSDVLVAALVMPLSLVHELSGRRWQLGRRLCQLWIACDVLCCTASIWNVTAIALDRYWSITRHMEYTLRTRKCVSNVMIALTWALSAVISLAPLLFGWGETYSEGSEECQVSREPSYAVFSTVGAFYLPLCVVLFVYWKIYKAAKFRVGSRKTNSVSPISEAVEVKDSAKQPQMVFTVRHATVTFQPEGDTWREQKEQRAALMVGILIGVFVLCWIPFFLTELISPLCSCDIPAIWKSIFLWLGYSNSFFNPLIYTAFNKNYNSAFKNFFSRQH
# phage Ecoli inh = growth loss of phage-infected E. coli, primary screen, RecBCD inhibitor project, absorbance, with phage, HTS; inhibition, % at 11.9 µM; actives 0.26% (n = 360,000); in the data active = inhibition above about 11%
# HTR5A inv ctr = HTR5A inverse agonists in luminescence cell assay, primary screen, counter-screen for OPRM1-OPRD1 heterodimer inverse agonist project, full-deck HTS. HTR5A cell line, inverse agonism. actives 0.083% (n = 340,000). AID 504634, 2011. 5-hydroxytryptamine receptor 5A (Homo sapiens), P47898. inhibition, % at 9.3 µM; in the data active = inhibition mostly above about 23%, no sharp cut-off; inactive = mostly below about 18%;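 also: 0% = cells with DMSO and 100% = no-cell wells with DMSO; some compounds called inactive have numbers as strong as hits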
# SUMO Mot1 rescue = yeast Mot1-301 growth rescue at high temperature, primary screen, SUMOylation pathway inhibitor project, S. cerevisiae, ATP luminescence, 38.5C. S. cerevisiae Mot1-301 growth rescue; percent above DMSO median, 100 means doubled. growth rescue, % at 18.8 µM. actives 1% (n = 320,000). AID 2716, 2010;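 active = every valid replicate shows activation above 250% relative to neutral control wells; inactive = the rest, any valid replicate at or below 250%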;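 also: OY570 slx delta 5 strain wells were the positive control but not used for scaling; some compounds called inactive have numbers as strong as hits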
# AddAB inh = growth inhibition of E. coli expressing H. pylori AddAB, primary screen, AddAB inhibitor project, absorbance. inhibition, % at 11.9 µM. actives 0.29% (n = 330,000). AID 435030, 2010; in the data active = inhibition above about 12%;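 also: 0% = vehicle wells of infected cells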
# PKA-R1A act = activators of PKA-R1A holoenzyme, primary screen, biochemical, fluorescence polarization, Cy5-IP20, bovine R1A, mouse PKAc; PKA-R1A dissociation; scaled: DMSO 0%, 113 µM cGMP 100%; actives 0.083% (n = 340,000); activation, % at 11.4 µM; AID 504707, 2011; cAMP-dependent protein kinase type I-alpha regulatory subunit (Bos taurus) + …;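 active = percent activation above the mean of all tested compounds plus 3 SD, cut at about 19% in these data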;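 also: higher means more PKAc released from R1A so a rise in polarization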
# DAGLB inhibitor = DAGLB lipase inhibitors, primary screen, biochemical, fluorescence, HTS; HEK293T DAGLB membrane lysate, EnzChek fluorogenic substrate; inhibition, % at 5.17 µM; actives 0.059% (n = 340,000); in the data active = inhibition above about 34%;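 also: 0% = enzyme with vehicle and 100% = wells lacking enzyme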
# E coli growth = E. coli V3065 growth inhibition, primary screen, counter-screen for AddAB inhibitor project, absorbance, OD600. 18 h. inhibition, % at 11.9 µM. actives 0.27% (n = 330,000). AID 449728, 2010;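 active = inhibition above the campaign's mean inhibition across all tested compounds plus 3 SD, cut at about 9.9% in these data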;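 also: uninfected addAB+ strain grown without phage in ampicillin broth; 0% = DMSO wells and 100% = ciprofloxacin 0.95 µg/ml wells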
# Tat transport = E. coli Tat export inhibitors, primary screen, MC4100, TorA-mCherry reporter, fluorescence, single point; inhibition, % at 10 µM; actives 0.036% (n = 340,000);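 active = mean replicate inhibition at least 50% and at least half of replicates individually reaching 50%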;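 also: exported cargo escapes ClpAP degradation while cytoplasmic cargo is degraded and loses fluorescence; 0% = median of neutral control wells and 100% = median of NaSCN control wells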
# * hit, by the source's call; x = not tested or not shown. No enrichment for hits; any-hit rate near 2.3%.
SMILES,CDK5 p35 inh,PKA-R2B activ,HTR5A ag ctr,phage Ecoli inh,HTR5A inv ctr,SUMO Mot1 rescue,AddAB inh,PKA-R1A act,DAGLB inhibitor,E coli growth,Tat transport
COc1ccccc1N1CCN(C(=O)CCc2nnc3ccc(N4CCOCC4)nn23)CC1,-1.7,-1.9,2.0,1.7,-7.7,6.9,0.5,0.7,-0.7,0.1,-3.0
Nc1cccc(C(=O)OCC(=O)Nc2cccc3c2C(=O)c2ccccc2C3=O)c1,2.1,3.2,1.2,3.4,-4.1,-3.3,1.7,-6.3,-3.0,-1.7,4.6
CN(Cc1c(O)ccc2c1oc(=O)c1ccccc12)C1CCCCC1,-1.0,-8.6,-3.5,-0.5,20.0,187.9,1.6,-7.9,2.9,0.6,25.0
O=[N+]([O-])c1ccc2nc(-c3ccccn3)[nH]c2c1,-0.8,3.6,-4.8,-3.1,12.2,4.5,-2.7,2.9,-0.2,-1.5,-5.4
COc1ccccc1Nc1nnc(SCC(=O)Nc2nc(-c3ccc(F)cc3)cs2)s1,-3.4,-2.3,3.7,4.2,8.8,16.4,2.6,4.0,1.0,-0.9,0.6
COc1cccc(C(=O)Nc2cccc(OCC(=O)c3ccccc3)c2)c1,2.3,-18.2,4.0,5.2,-6.9,-17.5,6.2,0.7,-3.5,0.9,3.1
CCCCOCCCn1cnc2c([nH]c3cc(OC)ccc32)c1=O,-0.4,4.9,-1.7,1.2,6.7,12.1,3.2,-9.8,-3.6,1.4,1.6
CCCCCCCN1N=C(C)C(C(=O)c2ccccc2)C1=O (stereo not given),0.2,-5.2,-3.7,-0.6,-17.2,26.9,-2.2,-15.5,-1.6,-6.8,-2.5
O=C(NCCCn1ccnc1)c1ccc(Br)c(S(=O)(=O)N2CCOCC2)c1,0.1,-12.8,-0.1,3.5,17.8,4.6,1.8,0.6,4.4,-1.3,-0.8
C/C(=C\C(=S)Nc1ccccc1)Nc1ccccc1,-1.3,-0.8,-10.4,0.0,13.5,193.4,0.2,0.4,0.8,-1.0,6.0
O=C(C/C=N/OCc1c(Cl)cccc1Cl)c1ccc(Cl)cc1,-0.5,-1.9,0.6,2.2,-16.9,x,2.3,-1.1,-6.9,0.4,-1.6
COc1cc(NC(=O)COc2cc3oc(=O)cc(C)c3cc2Cl)cc(OC)c1OC,-0.8,2.0,1.0,0.6,-3.6,-3.1,0.7,-7.3,-0.3,-1.3,-0.5
CCn1c(/C=C/c2ccccc2Cl)nc2ccccc2c1=O,0.6,-2.4,-4.7,2.1,16.6,96.8,1.3,-1.0,-3.6,2.1,0.9
COC(=O)[C@H](Cc1ccccc1)NS(=O)(=O)c1ccc(F)cc1Br,-0.1,-6.8,2.7,0.6,-10.2,x,x,-9.8,-5.2,x,-13.6
COc1ccc(OC)c(NC(=O)CSc2sc3c(O)cc(=O)[nH]c3c2C#N)c1,-0.5,6.7,-0.4,0.7,-8.4,3.7,1.2,0.0,2.9,-1.4,-4.9

# Already shown: an excerpt of the list.
SMILES,CDK5 p35 inh,PKA-R2B activ,HTR5A ag ctr,phage Ecoli inh,HTR5A inv ctr,SUMO Mot1 rescue,AddAB inh,PKA-R1A act,DAGLB inhibitor,E coli growth,Tat transport
CCn1c(/C=C/c2ccccc2Cl)nc2ccccc2c1=O,0.6,-2.4,-4.7,2.1,16.6,96.8,1.3,-1.0,-3.6,2.1,0.9
COC(=O)[C@H](Cc1ccccc1)NS(=O)(=O)c1ccc(F)cc1Br,-0.1,-6.8,2.7,0.6,-10.2,x,x,-9.8,-5.2,x,-13.6
COc1ccc(OC)c(NC(=O)CSc2sc3c(O)cc(=O)[nH]c3c2C#N)c1,-0.5,6.7,-0.4,0.7,-8.4,3.7,1.2,0.0,2.9,-1.4,-4.9

# Continuation:
SMILES,CDK5 p35 inh,PKA-R2B activ,HTR5A ag ctr,phage Ecoli inh,HTR5A inv ctr,SUMO Mot1 rescue,AddAB inh,PKA-R1A act,DAGLB inhibitor,E coli growth,Tat transport
CC(=O)N1CCc2c(sc(NC(=O)C3CC3)c2-c2nc3ccccc3s2)C1,-0.1,-7.3,16.1*,-1.0,-47.1,153.2,-1.4,-9.5,-5.3,0.3,0.4
c1ccc2c(c1)Nc1ccncc1S2,12.2,7.0,11.7,2.1,-7.6,-3.8,6.7,-2.9,-0.3,5.0,-6.1
CCOc1ccc(S(=O)(=O)Nc2ccc(OC)nc2)cc1,-3.3,6.8,-1.6,-0.1,3.8,-21.5,1.1,-2.4,-2.9,0.9,4.6
COc1cccc(CN2CCC(Oc3ccc(C(=O)N4CCCCC4)cc3)CC2)c1,-1.9,-0.1,-9.0,1.0,23.0,1.7,-2.0,-0.1,-0.4,-0.8,0.9
Cc1nc(SC2CCOC2=O)c2c(C)c(C)sc2n1 (stereo not given),-1.1,11.5,-0.6,3.5,10.3,-6.1,-1.4,2.5,0.5,0.9,-7.0
Cc1cc(NC(=O)c2ccc(Br)o2)ccc1NC(=O)c1ccco1,6.2,-0.5,12.2,1.4,-32.6,-16.1,2.6,19.0*,0.4,-2.1,6.0
Cc1ccc(N2CCN(/N=C/c3ccccc3[N+](=O)[O-])CC2)cc1,0.7,-9.0,7.2,2.1,-11.5,x,1.2,8.5,-2.9,0.4,-2.8
COc1ccc(C(=O)Nc2ccc(C)cn2)c(OC)c1,0.6,-0.5,-5.0,0.6,-17.8,6.4,0.2,2.2,-4.2,0.9,-3.2
CCn1c(CN(C)c2ccccc2)nc2ccccc21,0.4,-15.8,0.7,4.0,-2.6,-22.7,4.8,-7.8,-1.6,-0.7,-4.2
O=C(Cc1cccc(NC(=O)C2CCN(C(=O)CCc3ccccc3)CC2)c1)Nc1cccc(C(=O)N2CCCC2)c1,-1.0,2.4,2.8,1.5,-18.4,-0.2,-0.3,6.6,1.9,-1.4,3.0
CCc1ccc(C(C)NC(=O)/C=C/c2ccc(Br)cc2)cc1 (stereo not given),-2.8,0.5,2.2,3.8,-31.2,25.6,-1.9,-6.8,-6.5,-1.0,3.7
c1ccc2c(c1)CCN2CCN1CCc2ccccc21,0.7,-3.7,0.7,-0.9,2.0,-10.4,0.3,-7.7,7.3,-0.8,-4.6
COc1ccc(C2C(C(C)=O)=C(O)C(=O)N2Cc2ccccc2)c(OC)c1 (stereo not given),0.5,-5.8,0.9,2.6,-3.3,-7.4,-0.2,7.8,-2.1,1.0,-3.3
O=C(O)c1cccc2c(-c3ccccc3)c(-c3ccccc3)[nH]c12,-1.0,-8.2,1.2,4.8,-3.7,-18.4,0.6,9.0,10.5,0.8,27.9
CC(=O)NCc1ccc(S(=O)(=O)NC(C(=O)O)C(C)C)cc1 (stereo not given),1.2,-2.3,-0.2,1.7,19.7,14.8,-0.4,10.5,0.9,1.5,-3.3
CN(C)/C=C(\C#N)S(=O)(=O)C(C)(C)C,1.5,-2.6,5.2,2.6,-13.5,-7.1,3.1,-8.1,-1.3,5.5,30.1
Cc1cc(Cl)c2oc(C(=O)N3CCC(O)(c4ccccc4)CC3)c(C)c2c1,0.3,-9.6,0.6,-1.5,-2.4,-26.6,-1.6,-10.1,10.2,-2.5,22.3
O=C(Nc1cccc(Cl)c1)C1CCCN(S(=O)(=O)c2ccc(F)cc2)C1 (stereo not given),-0.7,2.1,3.8,5.3,-4.8,x,0.7,5.9,-3.6,1.6,1.7
COc1ccccc1C(=O)C1CCCN(C(=O)c2ccccc2Cl)C1 (stereo not given),x,10.0,-1.3,-1.7,5.2,x,3.1,-7.0,0.1,-1.5,4.2
Cc1ccc(C(=O)c2coc3ccc(O)c(CN(C)C)c23)cc1,1.8,10.6,3.5,5.7,-2.5,19.0,2.1,5.9,0.9,1.5,-1.3
CC(Nc1n[nH]c(=O)[nH]c1=O)C(=O)N/N=C/c1cccs1 (stereo not given),3.2,-3.0,1.5,2.1,-10.4,-7.2,-2.6,-1.6,2.9,-1.4,3.1
Cc1c(NC(=O)CCC2CCCCC2)c(=O)n(-c2ccccc2)n1C,-1.7,-10.0,2.6,-0.6,-18.9,7.4,3.9,0.4,-2.4,0.9,-8.3
Cc1ccc(N2CCN(S(=O)(=O)c3nnc(NC(=O)c4ccccc4)s3)CC2)cc1,-1.2,0.6,1.6,2.1,-4.7,139.4,-0.6,11.1,1.9,0.3,10.4
Cc1cccc(C)c1OCC(=O)NCc1nnc(SCC(=O)NC2CCCCC2C)n1C (stereo not given),-0.9,1.4,-6.8,2.3,12.6,-8.8,-1.5,-2.3,2.4,1.6,-4.4
Cc1ccc([C@@H]2CC=C(C(=O)O)[C@H](c3ccccc3)N2S(=O)(=O)c2ccccc2C)cc1,-0.9,7.0,2.8,2.8,-10.6,x,3.2,-7.4,3.0,0.0,3.2
CCOC(=O)c1ccccc1NC(=O)COC(=O)CCC1CCCC1,2.1,0.3,-1.0,0.8,-15.9,-1.6,2.1,0.2,-12.0,3.9,16.6
COCCNC(=O)c1cnn2c1NC(c1ccco1)CC2C(F)(F)F (stereo not given),-1.2,-5.9,2.5,-3.4,-6.5,6.4,2.3,-14.6,-1.0,0.7,-16.6
O=C(Nc1ccc(F)cc1F)c1cc(=O)n(-c2ccccc2)c(=O)[nH]1,0.8,-2.6,-6.6,-3.0,17.5,5.5,-0.9,1.3,-0.1,-0.4,-8.0
O=C(O)C1CCCCC1C(=O)Nc1cccc(Br)c1 (stereo not given),-0.1,-5.6,4.4,2.0,-11.2,-13.5,3.2,0.0,0.8,-0.3,3.1
CC(C)NC(=O)N(C)C[C@@H]1Oc2c(NC(=O)Nc3ccccc3)cccc2C(=O)N([C@H](C)CO)C[C@H]1C,0.5,-3.1,4.1,1.1,-15.2,-5.5,2.2,0.1,-1.3,1.6,-1.7
O=C(Oc1c(-c2ccccc2)c(=O)n2c3c(cccc13)CC2)c1ccc(F)cc1,0.3,8.9,0.8,-0.1,-31.6,-27.9,1.9,10.1,-1.3,2.4,1.7
O=C1/C(=C\c2ccc(O)cc2)SC(=S)N1Cc1ccccc1,-0.3,-5.0,-4.6,0.1,16.8,29.5,2.3,-8.8,-7.0,1.9,2.0
CN(C)C1=NC[C@H](Cc2ccccc2)N1CC1CCCCCC1,1.2,-6.8,-1.9,3.6,0.0,-0.8,3.9,-10.0,2.0,0.5,-0.4
NC(=O)[C@@H]1CCCCNc2c(F)cc([N+](=O)[O-])cc2C(=O)N[C@@H](CCCN=C(N)N)C(=O)NCC(=O)N1,1.2,-0.1,2.4,1.6,-7.7,221.2,2.3,-7.7,0.7,-3.6,12.1
CC(C)(C)C(=O)n1nc(-c2ccccc2)oc1=O,-2.5,-2.0,-1.9,3.2,-17.3,5.8,3.4,-9.2,0.8,2.0,-3.5
